CIT2 TOR yeast = yeast TOR pathway CIT2-GFP modulation. S. cerevisiae CIT2-GFP strain, flow cytometry, 3 h; 100 means same as DMSO wells. 0.065% of 320,000 active. GFP response vs DMSO, % at 10 µM. AID 2029;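 active = GFP response relative to DMSO above a set limit, near the screen mean plus 3 SD, cut at about 150% in these data; inconclusive = Fewer than 70 cells measured for a yeast strain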;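 note: ratio of well median GFP fluorescence to mean of DMSO wells on the plate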
GLD-1 TGE inh = GLD-1-TGE RNA interaction inhibition (C. elegans); purified GLD-1 + fluorescein TGE RNA, fluorescence polarization; Q17339; 0.44% of 320,000 active; inhibition, % at 5.96 µM;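 active = percent inhibition above a per-plate cutoff, the plate mean of test compounds plus 3 SD, cut at about 30% in these data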;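 note: 0% = DMSO wells with GLD-1 and probe and 100% = wells lacking GLD-1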
GRK2 inh = inhibitors of human GRK2 displacing RNA aptamer; 0.59% of 330,000 active; inhibition of aptamer binding, % at 10 µM; P25098; AID 488847; bead flow cytometry, FAM-aptamer displacement from GRK2;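 active = inhibition of aptamer binding above 40%, roughly 3 SD of noise, on plates passing a quality check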;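 note: median bead fluorescence of bound FAM aptamer so fluorescent compounds give negative values; no value below 0 was filed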
Target sequence (P25098 whole entry, looked up): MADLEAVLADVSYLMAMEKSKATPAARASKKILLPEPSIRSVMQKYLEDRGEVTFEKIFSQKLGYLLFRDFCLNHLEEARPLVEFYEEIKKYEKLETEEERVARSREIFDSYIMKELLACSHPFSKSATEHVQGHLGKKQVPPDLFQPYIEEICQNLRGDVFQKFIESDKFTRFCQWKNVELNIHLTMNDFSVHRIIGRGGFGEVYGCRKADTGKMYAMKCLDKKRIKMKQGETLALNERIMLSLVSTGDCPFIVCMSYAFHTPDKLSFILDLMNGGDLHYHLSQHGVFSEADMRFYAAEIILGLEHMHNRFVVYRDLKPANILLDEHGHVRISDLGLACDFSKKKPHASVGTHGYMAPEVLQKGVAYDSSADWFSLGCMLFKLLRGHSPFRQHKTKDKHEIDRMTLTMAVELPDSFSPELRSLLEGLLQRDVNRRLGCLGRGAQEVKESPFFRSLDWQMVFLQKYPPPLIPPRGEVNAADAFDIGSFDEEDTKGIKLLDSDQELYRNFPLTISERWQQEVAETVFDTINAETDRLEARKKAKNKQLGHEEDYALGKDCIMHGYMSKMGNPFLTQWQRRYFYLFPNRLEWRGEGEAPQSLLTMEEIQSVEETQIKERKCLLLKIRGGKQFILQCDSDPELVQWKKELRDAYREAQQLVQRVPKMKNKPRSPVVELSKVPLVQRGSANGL
VLA-4 inh = inhibition in a human VLA-4 binding assay. VLA-4 expressing cells, ligand binding flow cytometry. 0.2% of 330,000 active. inhibition, % (about 7 µM as worked out from the volumes in the protocol); in the data active = inhibition above about 50%
AGP1 TOR yeast = modulators of TOR pathway AGP1-GFP in S. cerevisiae | GFP response vs DMSO, % at 10 µM | AID 2066 | S. cerevisiae AGP1-GFP multiplex flow cytometry, 3 h; GFP as percent of DMSO wells | 0.02% of 320,000 active;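 active = GFP response relative to DMSO above a set limit, near screen average plus 3 SD, cut at about 150% in these data; inconclusive = fewer than 70 cells counted for the yeast strain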;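 note: median GFP channel fluorescence of the gated AGP1 strain per well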
MEX-5 binding = C. elegans MEX-5 TCR-2 RNA binding activity | Q9XUB2 | MEX-5/FITC-TCR2 RNA binding, fluorescence polarization; hits give low values | activity score (negative = inhibition of binding), % at 10 µM | 0.38% of 300,000 active | AID 1832;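 active = inhibition past about -25% in most replicates, and total fluorescence under double the plate's negative control median, limit read from the data; inconclusive = replicates evenly split on the limit, or fluorescence at least double controls; inactive = too little inhibition in most replicates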;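 note: 0% = DMSO and -100% = 5 µM competing unlabeled TCR2 RNA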
Fam108B counter = counter-screen for RBBP9 inhibitors: inhibitors of mouse Fam108B | recombinant Fam108B, FP-Rh probe fluorescence polarization | 0.33% of 300,000 active | AID 1947 | inhibition, % at 9.51 µM;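 active = inhibition above the screen mean inhibition plus 3 SD, computed separately per campaign, cut at about 18% in these data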;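 note: inhibitors lower polarization as less probe binds the enzyme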
BCLXL inh = inhibitors of human Bcl-xL. GST-Bcl-xL / FITC-Bim BH3 peptide fluorescence polarization. AID 2129. inhibition, % at 10.9 µM. Q07817. 0.7% of 320,000 active;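 active = inhibition above the mean of all tested compounds plus 3 SD, cutoff set per campaign, cut at about 30% in these data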;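 note: 0% = DMSO wells and 100% = unlabeled Bim-BH3 peptide competitor; inhibitors lower millipolarization by displacing the labeled peptide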
MCL1-BIM inh = inhibitors of human MCL1 binding to BIM-BH3 peptide | 0.68% of 320,000 active | inhibition, % at 10.9 µM | GST-MCL1 / FITC-Bim-BH3 fluorescence polarization | AID 2057;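 active = inhibition above the mean inhibition of all tested compounds plus 3 SD, set per campaign, cut at about 40% in these data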;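 note: 0% = DMSO wells and 100% = unlabeled Bim-BH3 peptide control; higher means more loss of mP so more displacement of Bim peptide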
Target sequence (Q07820 whole entry, looked up): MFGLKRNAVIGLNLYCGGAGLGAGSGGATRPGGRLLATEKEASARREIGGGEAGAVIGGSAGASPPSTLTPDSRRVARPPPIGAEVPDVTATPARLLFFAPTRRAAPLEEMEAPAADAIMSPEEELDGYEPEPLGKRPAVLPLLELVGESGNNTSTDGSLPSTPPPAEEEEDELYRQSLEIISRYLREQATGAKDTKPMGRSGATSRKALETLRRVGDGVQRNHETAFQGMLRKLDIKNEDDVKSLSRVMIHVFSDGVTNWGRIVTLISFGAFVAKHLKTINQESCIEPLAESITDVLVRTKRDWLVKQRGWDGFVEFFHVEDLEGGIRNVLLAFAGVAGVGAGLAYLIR
An asterisk follows results filed as active; ? = inconclusive; nt = no result given; [ ] = another dose, or the depositor's remark.

SMILES	CIT2 TOR yeast	GLD-1 TGE inh	GRK2 inh	VLA-4 inh	AGP1 TOR yeast	MEX-5 binding	Fam108B counter	BCLXL inh	MCL1-BIM inh
O=C(c1cccc(N2C(=O)C3C4C=CC(C4)C3C2=O)c1)N1CCCCCC1 (centres undefined)	101.8	5.0	0.0	1.4	104.3	nt	0.8	2.4	-5.5
Cc1ccc(NC(=O)CC2=NC(=O)C(CC(=O)Nc3ccccc3F)S2)cc1 (centres undefined)	95.8	6.4	3.0	5.8	98.5	1.3	-7.3	-0.4	7.6
Cc1cccc(N2CCN(S(C)(=O)=O)CC2)c1C	98.9	3.2	5.0	11.3	101.2	-3.2	-0.1	6.3	8.9
O=C(COC(=O)c1ccc2ccccc2n1)NC1CCCCC1	96.4	3.8	2.0	-50.7	96.9	nt	nt	19.1	17.9
COc1cccc(Nc2ncccc2C(=O)Nc2ccccc2)c1	80.8	0.3	1.0	-27.4	96.7	2.4	-0.7	1.5	-4.3
Cc1ccccc1NC(=O)C1=CC=CN2CCS(=O)(=O)N=C12	104.6	2.7	0.0	0.0	106.7	nt	nt	1.6	-1.5
O=[N+]([O-])c1cc(/C=N/n2c(-c3ccncc3)n[nH]c2=S)ccc1Cl	107.4	3.7	3.0	-34.0	102.3	-0.5	5.6	-30.9	28.1
CCn1c(CC(=O)Nc2ccc(F)cc2)nnc1SCC(=O)N1CCOCC1	99.0	4.6	0.0	6.7	95.9	-0.5	-0.5	4.6	2.9
Cc1cccn2c(CNCCc3ccccn3)c(C(=O)N3CCOCC3)nc12	103.6	4.5	3.0	-1.2	103.3	2.4	4.1	8.6	5.1
COC(=O)c1ccc(C)c(NC(=O)CN(c2cc(OC)ccc2OC)S(C)(=O)=O)c1	96.9	7.3	1.0	17.6	102.8	3.0	3.5	1.1	-1.4
Cc1cccc(N(CC(O)CN2CCCC2)S(=O)(=O)c2ccccc2)c1 (centres undefined)	110.3	2.5	0.0	0.5	105.6	-0.4	-1.7	-3.8	-6.2
CC(C)CC(C(=O)NC1CCCCC1)N(Cc1cccs1)C(=O)c1snc(C(N)=O)c1N (centres undefined)	90.4	7.0	3.0	15.7	89.3	0.9	0.4	-7.4	-8.2
Nc1nc(SCC(=O)NN(c2ccccc2)c2ccccc2)n[nH]1	104.0	2.9	0.0	23.7	95.3	1.2	-0.1	3.7	4.1
O=C(NC1CCCCC1)c1ccc(CS(=O)Cc2ccc(Cl)cc2)o1 (centres undefined)	104.1	-0.9	0.0	8.4	104.7	-0.3	-3.0	4.5	5.1
Cc1cccc(OCC(=O)NCc2n[nH]c(=O)c3ccccc23)c1	90.2	1.2	3.0	-7.3	93.6	5.7	4.6	0.8	4.0
C=CCn1c(SCC(=O)c2[nH]c(C)c(C(C)=O)c2C)nnc1-c1ccncc1	94.1	-0.9	1.0	5.0	96.8	-0.7	5.0	-1.5	-4.0
COc1ccc(C)cc1NC(=O)CSc1nnc(-c2ccc(Br)cc2)o1	87.5	0.2	0.0	-44.5	85.0	0.5	5.5	3.5	3.0
CS(=O)(=O)N(CC(O)Cn1c2ccccc2c2ccccc21)c1cccc2ccccc12 (centres undefined)	106.6	7.5	2.0	11.0	nt	1.3	-28.6	3.5	3.0
O=C(CSc1ccc(-c2ccccc2)nn1)NC1CCCC1	90.4	10.6	4.0	-4.5	97.6	-0.8	1.1	4.6	4.4
CC(=O)Nc1nc2ccc(C(=O)NCCOC(=O)C3CCCCC3)cc2s1	104.6	5.5	2.0	2.6	98.2	-1.1	1.5	3.5	9.8
O=C(NCCCc1ccccn1)C1CCC(=O)N(Cc2cccc(F)c2)C1 (centres undefined)	90.4	1.4	1.0	7.8	91.4	nt	1.1	2.2	9.1
COc1ccc(C(=O)Nc2cc(S(=O)(=O)N3CCCC3)ccc2Cl)cc1	105.4	-2.6	1.0	-3.0	95.5	nt	nt	nt	nt
CN(C)/C=C(/C(=O)c1ccc(Cl)cc1)S(C)(=O)=O	87.2	-2.1	0.0	9.4	85.7	-0.2	-1.4	5.5	2.3
CC(NC(=O)COc1ccccc1F)C1CC2CCC1C2 (centres undefined)	96.7	1.0	1.0	3.1	101.4	0.5	-0.2	4.1	14.9
CCOc1cccc(NC(=O)CSc2nncn2N)c1	102.3	4.6	1.0	9.0	97.1	1.4	0.0	4.7	4.4

Continuation.
SMILES	CIT2 TOR yeast	GLD-1 TGE inh	GRK2 inh	VLA-4 inh	AGP1 TOR yeast	MEX-5 binding	Fam108B counter	BCLXL inh	MCL1-BIM inh
Cc1ccc(S(=O)(=O)N2CCOCC2)cc1NC(=O)CSc1ccccn1	94.0	12.2	1.0	26.2	101.4	-0.3	-1.0	-4.2	-1.8
O=C(CCS(=O)(=O)c1ccc(Br)cc1)Nc1ccccc1Cl	93.9	5.4	1.0	5.9	101.9	-2.4	3.6	-2.5	-8.4
CC(C)(C)C(=O)/C=c1\[nH]c(=O)/c(=C\c2ccccc2F)s1	?	-0.7	0.0	-3.6	16.9[may fluoresce violet]	0.7	1.4	7.0	9.5
COc1cc(NC(=O)C23CC4CC(C2)CC(n2cnc([N+](=O)[O-])n2)(C4)C3)cc(OC)c1	102.3	2.5	4.0	-0.4	101.5	-0.4	-0.1	-2.7	-2.0
Cc1ccc(Cn2cc(/C=N/Nc3ccc([N+](=O)[O-])cn3)c3ccccc32)cc1	99.9	-20.7	2.0	-292.6	103.0	-1.0	-0.8	-61.9	-138.1
c1ccc2c(COn3nnc4ccccc43)cccc2c1	85.9	7.2	1.0	-3.4	93.8	-2.2	0.2	4.8	10.0
N#C/C(=C\c1ccccc1)C(=O)N1CCN(c2ccccc2F)CC1	101.9	0.4	0.0	3.9	109.3	1.9	-2.3	1.0	0.2
NC(=S)Nc1ccc(Cl)c(Cl)c1	103.0	2.7	0.0	-8.6	113.2	2.3	2.0	7.5	12.4
COc1ccc(CNC(=O)OCc2nccnc2C(=O)Nc2ccc(Br)cn2)cc1	104.3	8.4	4.0	0.7	96.5	2.2	2.7	5.7	-0.2
CCn1c(CNC(=O)c2ccccc2)nc2ccccc21	94.5	6.1	3.0	-12.8	99.4	1.4	-1.1	0.8	1.7
CN(C)S(=O)(=O)c1ccc(NC(=O)C2COc3ccccc3O2)cc1 (centres undefined)	90.1	6.3	0.0	4.8	99.0	1.9	1.2	1.3	5.6
Cc1cc(Cn2nc(-c3ccccc3)cc2C(=O)NCc2cccs2)on1	nt	2.0	nt	nt	nt	2.7	-0.8	5.0	2.9
O=C(Nc1ccccc1)c1nc[nH]c1C(=O)N1CCN(c2ccccc2)CC1	104.7	14.5	5.0	-29.1	105.9	nt	nt	24.2	31.3
COC(=O)C(NC(=O)C(NC(=O)C1CCC(C)CC1)C(C)C)C(C)C (centres undefined)	98.2	3.9	0.0	4.6	104.6	0.5	2.5	-4.4	3.7
Nc1nc(SCc2ccccc2Cl)[nH]c(=O)c1-c1ccccc1	98.3	10.4	2.0	-4.1	99.3	1.2	0.2	5.9	9.3
CC1CC(C)(C)NC(=S)N1CCCC(=O)NCc1ccccc1 (centres undefined)	97.5	4.0	0.0	-6.0	106.7	-2.5	-3.2	6.5	11.0
COCCNC(=O)COC(=O)/C=C/c1c(C)nn(Cc2ccc(Cl)cc2Cl)c1Cl	114.2	2.8	0.0	4.1	107.3	1.4	1.3	-6.1	1.1
CCN1CCN(c2ccc(S(=O)(=O)N3CCCCC3)cc2NC(=O)/C=C/c2ccc(OC(F)F)cc2)CC1	89.4	0.0	0.0	5.0	101.1	3.5	-4.4	-10.7	-17.1
O=S(=O)(NC1c2cccc3cccc(c23)C1N1CCNCC1)c1ccc(Cl)cc1 (centres undefined)	99.9	5.3	0.0	11.8	101.8	4.9	-3.3	3.9	5.1
CC(/C=N/NC(=O)c1ccccc1F)c1ccccc1 (centres undefined)	114.1	-1.8	0.0	-1.9	110.1	2.2	7.3	-1.4	-1.4
C=CCOc1cccc(C(=O)N2CCCC(CNS(=O)(=O)c3cccs3)C2)c1 (centres undefined)	105.4	5.2	6.0	-3.7	80.3	1.5	0.8	2.4	4.1
CSc1ccc(C(=O)C2CCCN(C(=O)c3cc4cc(F)ccc4[nH]3)C2)cc1 (centres undefined)	99.5	-1.7	0.0	21.7	101.1	0.0	-4.5	3.9	-3.3
O=C(Oc1ccc(Cl)c2cccnc12)c1cccc([N+](=O)[O-])c1	85.0	4.8	1.0	0.0	88.0	-0.9	-1.0	1.3	6.9
Cc1cc(C)n(-c2ccc([N+](=O)[O-])cc2)n1	102.4	-0.3	0.0	-10.3	102.1	1.9	4.8	3.9	5.6
COC(=O)COc1ccc(/C=N/NC(=O)CN(c2ccccc2OC)S(=O)(=O)c2ccccc2)cc1	102.0	-3.6	0.0	18.8	106.4	2.9	-0.8	6.2	0.4

(further entries)
SMILES	CIT2 TOR yeast	GLD-1 TGE inh	GRK2 inh	VLA-4 inh	AGP1 TOR yeast	MEX-5 binding	Fam108B counter	BCLXL inh	MCL1-BIM inh
CC1CCN(c2ccc(C(=O)Nc3nnc(C4CC4)s3)cc2[N+](=O)[O-])CC1	102.8	0.9	0.0	8.4	99.6	0.3	0.2	-5.6	0.3
COC(=O)c1cc(NCc2ccccc2F)ccc1N1CCOCC1	98.9	5.1	2.0	6.3	97.1	nt	2.7	3.5	5.9
CCN(CC)S(=O)(=O)c1ccc2[nH]c(=O)cc(C(=O)NCc3ccccc3)c2c1	89.2	4.1	0.0	8.7	99.3	0.4	0.9	-3.1	-7.4
COc1ccc(NC(=O)Cn2nnc(C(=O)NCc3ccccc3)c2N)cc1Cl	88.0	3.7	1.0	22.1	88.1	-4.7	0.4	2.1	0.8
CCOc1ccc(/C=C/c2c([N+](=O)[O-])c(=O)n(C)c(=O)n2C)cc1	89.0	-3.3	3.0	-15.1	96.8	-0.6	-3.2	3.1	0.5
CCNc1nc(NCC)nc(N/N=C/c2ccc(OC)cc2)n1	99.1	-4.5	0.0	2.0	107.4	-4.8	4.4	8.1	4.3
COCCCNC(=O)CCn1c(=O)c2ccccc2n(CC(=O)Nc2cc(Cl)ccc2C)c1=O	92.7	-3.7	1.0	0.6	91.7	2.2	4.0	4.6	3.8
O=C(c1ccccc1Oc1ccccc1)N1CCN(c2ccc(F)cc2)CC1	92.1	0.6	0.0	0.2	98.2	-0.9	-2.5	-0.9	-4.3
O=C(NCc1cccnc1)C12CC3CC(CC(C3)C1)C2	106.0	0.6	0.0	-18.1	98.9	2.1	2.9	3.5	3.8
CN(C)c1nc(N)nc(CSc2n[nH]c(-c3ccccc3)n2)n1	nt	11.8	0.0	11.2	91.4	-1.1	2.8	3.3	5.7
CCCCn1c(N)c(N(Cc2ccccc2OC)C(=O)c2cc(CC)c(C)s2)c(=O)[nH]c1=O	81.2	3.8	0.0	-2.8	95.0	nt	nt	-7.5	-10.9
Cc1ccccc1Cn1nc(C)c(NC(=O)c2sc3ccccc3c2Cl)c1C	93.6	8.3	2.0	4.3	95.6	-1.0	-2.0	4.8	-3.5
CC(=O)Nc1ccc(C(=O)CSc2nnnn2C(C)C)cc1	94.0	1.3	0.0	8.8	97.1	2.3	3.0	-0.5	-0.9

As entered above.
Value for CCNc1nc(NCC)nc(N/N=C/c2ccc(OC)cc2)n1 in AGP1 TOR yeast: 107.4
Value for CCN(CC)S(=O)(=O)c1ccc2[nH]c(=O)cc(C(=O)NCc3ccccc3)c2c1 in CIT2 TOR yeast: 89.2
